Bioassay records from PubChem.
Wnt bcat act = Wnt/beta-catenin pathway activators, primary screen, cell-based, plate reader, single point. hit rate 1.2% among 300,000. activation, % at 9.35 µM. Wnt/beta-catenin reporter cell assay, activator; in the data active = activation above about 30%, passing the limit was not always enough; inconclusive = no clear call, values can overlap the other calls;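 also: 0% = neutral control wells and 100% = positive control wells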
Rtt109 Vps75 = inhibitors of C. albicans Rtt109/Vps75 HAT, primary screen, biochemical, ThioGlo CoA-SH fluorescence, plate reader | hit rate 0.16% among 330,000 | inhibition, % at 34.9 µM | purified Rtt109/Vps75, 4 h;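 active = inhibition of at least 50% in every replicate; inconclusive = best replicate reaches 50% inhibition but some replicates fall short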
Target sequence (Q5AAJ8 whole entry, looked up): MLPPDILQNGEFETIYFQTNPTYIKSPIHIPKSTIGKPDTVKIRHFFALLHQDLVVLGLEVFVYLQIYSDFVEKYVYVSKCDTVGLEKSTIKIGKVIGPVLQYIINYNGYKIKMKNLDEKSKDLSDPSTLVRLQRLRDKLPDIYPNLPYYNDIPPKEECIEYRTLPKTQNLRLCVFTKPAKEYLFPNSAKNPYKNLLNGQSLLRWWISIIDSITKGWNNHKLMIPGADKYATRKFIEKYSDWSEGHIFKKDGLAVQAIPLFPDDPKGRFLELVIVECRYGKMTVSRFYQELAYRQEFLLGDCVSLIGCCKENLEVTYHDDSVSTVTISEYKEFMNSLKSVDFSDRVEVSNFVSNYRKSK
PvdQ acylase = P. aeruginosa PvdQ acylase inhibitors, primary screen, biochemical, fluorescence, plate reader and imaging, single point. purified PvdQ acylase. inhibition, % at 10 µM. hit rate 0.063% among 340,000; in the data active = inhibition above about 30%, passing the limit was not always enough; inconclusive = no clear call, values can overlap the other calls;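 also: 0% = vehicle neutral wells and 100% = reference inhibitor wells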
AddAB inh = growth inhibition of E. coli expressing H. pylori AddAB, primary screen, AddAB inhibitor project, absorbance | inhibition, % at 11.9 µM | hit rate 0.29% among 330,000; in the data active = inhibition above about 12%;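 also: 0% = vehicle wells of infected cells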
Tat export inh = E. coli Tat export inhibitors, primary screen, MC4100, TorA-mCherry reporter, fluorescence, single point. AID 488895, 2010. inhibition, % at 10 µM. hit rate 0.036% among 340,000;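 active = mean replicate inhibition at least 50% and at least half of replicates individually reaching 50%; inconclusive = only one of the two criteria met; inactive = neither criterion met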;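 also: exported cargo escapes ClpAP degradation while cytoplasmic cargo is degraded and loses fluorescence; 0% = median of neutral control wells and 100% = median of NaSCN control wells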
phage Ecoli inh = growth loss of phage-infected E. coli, primary screen, RecBCD inhibitor project, absorbance, with phage, HTS | inhibition, % at 11.9 µM | hit rate 0.26% among 360,000; in the data active = inhibition above about 11%
CAL PDZ inh = CAL PDZ peptide-binding inhibitors, primary screen, biochemical, fluorescence polarization, Cer-tagged CAL PDZ, HTS | Golgi-associated PDZ and coiled-coil motif-containing protein (Homo sapiens), Q9HD26 | purified CAL PDZ, TMR-peptide fluorescence polarization, 1 h | inhibition, % at 20 µM | hit rate 0.02% among 330,000 | AID 504414, 2011;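 active = highest replicate inhibition of at least 40%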;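 also: plate controls were DMSO neutral control wells for no effect and unlabeled competitor peptide control wells for full effect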
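material = purified tagged CAL PDZ domain construct (CerCALP) | compound dosing = 20 µM, one dose | times = 1 h at RT | measured by = fluorescence polarization from S- and P-plane intensities, G-factor corrected | read-out = inhibition from polarization loss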
Ecoli viability = E. coli V3065 growth inhibition, primary screen, counter-screen for AddAB inhibitor project, absorbance, OD600 | hit rate 0.27% among 330,000 | inhibition, % at 11.9 µM | 18 h | AID 449728, 2010;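 active = inhibition above the campaign's mean inhibition across all tested compounds plus 3 SD, cut at about 9.9% in these data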;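 also: uninfected addAB+ strain grown without phage in ampicillin broth; 0% = DMSO wells and 100% = ciprofloxacin 0.95 µg/ml wells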
DAGLB inhibitor = DAGLB lipase inhibitors, primary screen, biochemical, fluorescence, HTS | Diacylglycerol lipase-beta (Homo sapiens), Q8NCG7 | HEK293T DAGLB membrane lysate, EnzChek fluorogenic substrate | inhibition, % at 5.17 µM | hit rate 0.059% among 340,000 | AID 504411, 2011; in the data active = inhibition above about 34%;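 also: 0% = enzyme with vehicle and 100% = wells lacking enzyme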
Target sequence (Q8NCG7 whole entry, looked up): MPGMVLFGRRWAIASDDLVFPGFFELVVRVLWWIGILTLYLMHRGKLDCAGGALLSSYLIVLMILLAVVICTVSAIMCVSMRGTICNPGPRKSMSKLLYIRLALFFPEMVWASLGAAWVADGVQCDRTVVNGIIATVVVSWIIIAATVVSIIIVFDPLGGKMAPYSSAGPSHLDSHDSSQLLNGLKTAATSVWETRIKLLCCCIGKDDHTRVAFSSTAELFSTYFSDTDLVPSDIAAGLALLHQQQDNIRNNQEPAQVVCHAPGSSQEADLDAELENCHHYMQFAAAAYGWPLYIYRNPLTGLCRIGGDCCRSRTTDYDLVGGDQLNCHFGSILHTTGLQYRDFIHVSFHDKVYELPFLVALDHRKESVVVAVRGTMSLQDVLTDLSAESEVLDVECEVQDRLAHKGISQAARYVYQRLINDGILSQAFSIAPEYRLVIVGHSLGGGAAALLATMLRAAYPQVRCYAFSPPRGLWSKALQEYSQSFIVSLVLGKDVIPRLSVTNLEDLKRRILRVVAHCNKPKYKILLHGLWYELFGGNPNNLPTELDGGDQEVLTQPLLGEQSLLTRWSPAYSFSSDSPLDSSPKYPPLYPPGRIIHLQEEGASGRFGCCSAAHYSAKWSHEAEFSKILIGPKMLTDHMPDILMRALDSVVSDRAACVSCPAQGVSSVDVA
PfHsp90 set2 = growth inhibition of PfHsp90-expressing yeast, primary screen, antimalarial PfHsp90 inhibitor project, S. cerevisiae, BacTiter-Glo luminescence, single point, set 2. BacTiter-Glo ATP, 48 h; yeast lacking PDR1 and PDR3 efflux regulators. inhibition, % at 9.4 µM. hit rate 0.32% among 310,000;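 active = every replicate shows inhibition above about 80%, whatever the replicate mean, limit read from the data; inconclusive = mean inhibition reaches the set limit but some replicate falls short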;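 also: 0% = DMSO neutral controls and 100% = 20 µM radicicol positive controls; yeast relying on Plasmodium falciparum Hsp90 in place of its own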
Numbers without * were called inactive; i = inactive; ? = inconclusive; nt = not tested or not shown.

molecule	Wnt bcat act	Rtt109 Vps75	PvdQ acylase	AddAB inh	Tat export inh	phage Ecoli inh	CAL PDZ inh	Ecoli viability	DAGLB inhibitor	PfHsp90 set2
COc1ccc(CCNC(=O)c2ccc(CN3CCC(Cc4ccccc4)CC3)cc2)cc1OC	-0.9	7.3	1.9	13.5*	-4.4	4.3	-3.0	4.0	1.2	-11.3
COc1ccccc1NCCC(=O)OCC(=O)NC1CCCCCC1	-1.2	-0.4	-10.5	1.8	-7.1	2.4	-0.1	-0.1	-3.5	-7.0
COc1ccc(N(C(=O)c2ccc(F)cc2)C2=CC3CCC(C2)N3C)cc1 (configuration not stated)	8.1	6.6	-11.2	-1.0	-3.8	1.7	0.9	1.1	1.2	4.1
O=C(NNc1cc(Br)c(O)c(Br)c1)c1ccccc1	?	16.7	11.5	101.5*	-9.0	78.0*	-2.1	96.7*	1.6	2.1
CCOc1ccc2nnc(-c3ccc(Br)cc3)n2n1	-2.3	-3.4	-4.8	2.1	-0.8	1.6	-1.9	1.3	-0.3	nt
Cc1ccc2c(c1)NC(=O)C(CC(=O)Nc1ccc(CN3CCC(C)CC3)cc1)O2 (configuration not stated)	nt	5.4	7.0	6.4	-9.7	nt	0.5	-2.6	-0.3	24.4
COc1ccc(-c2cc(C#N)nc(N3CCNCC3)n2)cc1	nt	-11.7	-14.4	0.3	-2.1	0.5	-3.4	-1.9	4.5	9.9
CCN(CC(=O)NCCN1CCOCC1)S(=O)(=O)c1ccc(F)cc1	-2.8	4.2	-10.2	2.2	9.2	1.1	-1.2	-1.0	2.3	-38.1
Cc1nc2cc(NS(=O)(=O)c3ccccc3F)ccc2s1	-0.5	1.6	-1.3	-1.3	-8.7	-1.2	-2.7	-5.2	0.2	3.3
S=C(NCc1ccco1)Nc1ccccc1Cl	5.9	nt	3.7	1.3	2.8	3.8	-0.8	1.0	-1.3	-2.2
COc1ccccc1C1=NOC(CN2C(=O)c3ccccc3S2(=O)=O)C1 (configuration not stated)	36.9*	-6.9	2.3	0.9	5.2	1.9	-1.0	-1.5	0.4	14.5
O=C(N/N=C/c1ccc(OCc2ccc(F)cc2)cc1)c1ccccc1	0.9	-1.7	-7.9	7.1	-0.3	4.4	-3.8	3.0	1.5	-27.8
COC(=O)CN1C(=O)Nc2ccc(Cl)cc2C1c1ccccc1 (configuration not stated)	-1.8	1.2	13.0	-1.3	-5.3	1.2	0.1	0.0	1.1	8.1
COCCNC(=O)C(c1ccc(O)cc1)N(Cc1ccco1)C(=O)CCC(=O)Nc1nccs1 (configuration not stated)	nt	0.4	-12.8	3.1	-14.6	0.6	-1.3	-1.6	-1.6	-37.8
Cc1cc(C)c(S(=O)(=O)Nc2cccc(S(=O)(=O)N3CCOCC3)c2)c(C)c1	-4.2	-7.8	-10.6	-0.5	10.4	1.8	-1.4	-1.0	1.1	-3.3
Cc1c(C(=O)N2CCCCC2)sc(N)c1C#N	-0.5	0.3	-16.0	-0.5	-6.4	0.4	-0.9	0.2	3.0	-5.4
COc1ccc(NS(=O)(=O)c2ccc(NC(=S)NC(=O)CC(C)C)cc2)cc1	0.0	10.7	4.7	5.3	5.7	2.0	-0.4	1.6	-2.2	-12.0
COc1ccc(CCNC(=S)N2CCN(S(=O)(=O)c3ccccc3F)CC2)cc1	-4.5	2.6	-9.2	2.0	-7.9	2.6	-2.7	-0.1	1.2	-22.5
O=C1CN(c2nc(-c3cccnc3)nc3scc(-c4ccccc4)c23)CCN1	1.3	6.7	-27.1	6.5	-6.2	-0.9	-1.8	-0.5	3.6	nt
CC(SC#N)C(=O)C12CC3CC(CC(C3)C1)C2 (configuration not stated)	-1.4	13.1	3.2	0.2	3.8	5.1	-1.7	0.2	13.6	-2.0
Cc1ccc(C)c(S(=O)(=O)NCC(c2ccco2)N2CCc3ccccc3C2)c1 (configuration not stated)	-2.9	1.1	-11.6	2.5	16.7	2.2	-2.0	2.0	-3.8	-7.3
COC(=O)c1ccc(Cn2nnc3c(=O)[nH]c(C4CCCN(S(=O)(=O)c5ccccc5Cl)C4)nc32)cc1 (configuration not stated)	0.6	-6.2	-16.0	4.0	2.6	4.5	-1.8	-0.7	0.1	-6.1
O=C(CNC(=O)c1ccc(-c2ccccc2)cc1)OCc1c(Cl)cccc1Cl	nt	6.4	-1.6	1.6	-7.9	0.8	0.4	3.6	-2.2	15.4
COCCn1nnnc1C(c1cccc(C#N)c1)N1CCCCCC1 (configuration not stated)	-5.4	40.2	2.8	0.3	-6.5	4.0	-1.1	-2.4	-1.9	1.3
COc1ccc(CNC(=O)C2CCN(S(=O)(=O)N3CCCC3)CC2)cc1	-0.9	-0.4	-2.3	2.6	0.0	-0.2	-2.3	1.7	-1.5	-8.7
COc1ccc(-n2c(Cc3cc(=O)[nH]c(=O)[nH]3)nnc2SCC(=O)N2CCCC2)cc1	-0.1	-6.5	6.1	2.5	-4.3	2.7	-0.2	1.0	-0.6	-10.5
CCOC(=O)C1CCN(C(=O)c2cc3c(ccc4ccccc43)o2)CC1	41.6*	-12.6	-5.3	0.2	0.7	1.2	-3.7	-1.2	-16.0	-4.1
O=C(C[C@H]1C/C=C\CCCC(=O)OC[C@H]2CCCN2C1=O)NCCO	5.6	-7.6	5.1	4.0	-2.5	1.3	-0.9	1.1	-1.6	-15.5
O=C(NCC(=O)N(Cc1cccs1)C(C(=O)NC1CCCCC1)c1ccco1)c1ccco1 (configuration not stated)	nt	18.8	-5.7	-2.4	1.4	0.6	-0.1	-1.2	-1.7	13.7
CCc1ccc(CNCCNCC(C)O)cc1 (configuration not stated)	nt	38.2	-15.1	-0.6	-1.0	-2.4	-2.2	3.2	-2.6	-9.0
CCOn1c(=O)c(-c2ccc(OC)cc2)[n+]([O-])c2ccccc21	nt	5.2	-5.3	3.3	-2.4	2.1	-0.9	0.9	-0.6	-8.5
Cc1ccccc1Nc1ncccc1C(=O)N1CCOCC1	nt	5.9	-17.5	0.8	-2.0	2.9	-0.6	-1.0	1.1	-8.4
Nc1nc(SCCN2C(=O)c3ccccc3C2=O)n[nH]1	-1.8	-2.3	-8.6	5.5	-0.1	3.0	-1.0	-1.7	-1.3	nt
Cc1ccnc(NS(=O)(=O)c2cnc(Cl)c(Br)c2)c1	nt	-2.7	5.0	3.8	-4.5	2.4	-2.6	-0.2	0.8	-0.9
CC1C2=C(CC(C)(C)CC2=O)NC2=C1C(=O)CC(C)(C)C2	-1.4	i	-11.0	2.8	-1.7	-0.6	-3.3	1.7	-2.1	-15.9
O=C(Nc1c[nH]c(=O)[nH]c1=O)c1cccc([N+](=O)[O-])c1	0.8	20.3	8.4	nt	2.7	1.4	0.2	nt	-5.7	-6.4
CC(C)CN(C(=O)COC(=O)c1c(Cl)ccc(Cl)c1Cl)C1CCS(=O)(=O)C1 (configuration not stated)	-1.4	-0.6	7.2	0.9	7.9	-1.6	-0.6	-0.8	0.5	-7.2
Cc1cc(NC(=O)c2ccc(NC(=O)C(C)Oc3ccccc3)cc2)no1 (configuration not stated)	-3.1	-4.2	-25.0	1.9	3.9	2.4	-2.8	-1.4	1.3	7.3
COCCCN1C(=O)c2ccc(C(=O)OCC(=O)N(C)c3ccccc3)cc2C1=O	-1.6	9.0	8.7	-1.2	1.1	5.8	-0.6	0.9	nt	-10.4
CCc1ccc(S(=O)(=O)NCCc2csc(-c3ccccc3)n2)s1	-0.3	-9.6	-8.4	1.8	11.5	1.9	-3.7	0.0	-6.7	-151.6

Next part, overlapping the part above by four compounds.
molecule	Wnt bcat act	Rtt109 Vps75	PvdQ acylase	AddAB inh	Tat export inh	phage Ecoli inh	CAL PDZ inh	Ecoli viability	DAGLB inhibitor	PfHsp90 set2
CC(C)CN(C(=O)COC(=O)c1c(Cl)ccc(Cl)c1Cl)C1CCS(=O)(=O)C1 (configuration not stated)	-1.4	-0.6	7.2	0.9	7.9	-1.6	-0.6	-0.8	0.5	-7.2
Cc1cc(NC(=O)c2ccc(NC(=O)C(C)Oc3ccccc3)cc2)no1 (configuration not stated)	-3.1	-4.2	-25.0	1.9	3.9	2.4	-2.8	-1.4	1.3	7.3
COCCCN1C(=O)c2ccc(C(=O)OCC(=O)N(C)c3ccccc3)cc2C1=O	-1.6	9.0	8.7	-1.2	1.1	5.8	-0.6	0.9	nt	-10.4
CCc1ccc(S(=O)(=O)NCCc2csc(-c3ccccc3)n2)s1	-0.3	-9.6	-8.4	1.8	11.5	1.9	-3.7	0.0	-6.7	-151.6
CCCc1nnc(NC(=O)CCC(=O)N2CCC(Cc3ccccc3)CC2)s1	-3.6	13.0	9.1	2.9	-5.5	0.1	-3.0	-2.3	3.2	-5.2
CCOc1ccccc1N1CCN(CC(=O)Nc2nnc(CC)s2)CC1	nt	nt	2.8	-0.3	4.6	3.4	-2.6	-3.0	2.7	-5.8
O=C(CSc1nc2ccccc2o1)Nc1ccccc1	nt	26.4	0.6	3.1	0.9	7.0	-1.6	1.7	-4.6	10.5
CN(C)CCN(Cc1ccco1)C(=O)c1oc2ccccc2c1NC(=O)COc1ccccc1	-1.3	6.3	-10.8	0.9	4.0	-2.4	-2.6	-0.3	-9.0	-0.2
Cc1nnc(NC(=O)C2=COCCO2)s1	2.3	-6.5	7.2	0.8	2.4	2.7	0.1	-0.8	-0.6	6.1
COc1ccc(CN2C(=O)C(Cc3ccccc3)Nc3ncnc(N4CCOCC4)c32)cc1 (configuration not stated)	-1.8	12.7	-1.7	1.9	-10.4	0.9	-0.2	1.3	0.5	-2.5
COc1ccc(NC(=O)CSc2nnnn2C)cc1	-0.6	-0.2	-14.6	-0.5	7.0	2.8	-2.2	-3.1	0.3	nt
COc1ccc(NC(=O)CNC(=O)c2c(C)nn(C)c2Cl)cc1	-1.4	-1.2	-15.6	2.0	-4.2	3.2	0.6	1.2	-0.5	nt
CC(C)(C)C(=O)/C=C(\N)c1ccccn1	nt	-3.3	10.3	0.9	3.5	4.6	-1.4	2.0	-2.4	11.0
Cc1cc2c(Nc3ccc(O)cc3)ncnc2s1	1.4	2.4	-6.6	nt	-3.0	-1.3	-0.8	nt	0.0	-26.4
Cc1ccc(-c2nnc(SCC(=O)CC(=O)Nc3ccccc3)n2-c2ccccc2)cc1	nt	-5.7	-13.5	0.6	12.8	3.2	-2.3	0.0	5.8	nt
N=c1c(C(=O)NCCN2CCOCC2)cc2c(=O)n3ccccc3nc2n1CCc1ccccc1	0.8	-36.5	-17.9	0.5	-7.5	2.9	-3.0	-0.4	1.4	-20.7
COCCCNC(=O)/C=C/c1ccc(OCc2c(F)cccc2Cl)cc1	-1.6	3.1	-7.8	3.1	2.4	1.4	-1.8	2.4	-1.2	13.6
